# Giardia kill – kills Giardia lamblia; Giardia lamblia trophozoite viability; activity change, % at 7.66 µM, hits read low; 0.15% of 340,000 active; in the data active means activity change below about -80%; inconclusive means between about -30% and that limit;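 further: parasites exposed to compound for two days anaerobically before the ATP read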
#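 ATP-content bioluminescence gauges trophozoite survival. Cells (100/well) receive compound and incubate anaerobically for 48 hrs at 37 deg C; detection reagent follows for 15-30 min at room temperature.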
# B2AR arrestin – recruits beta-arrestin to the human beta2-adrenergic receptor; 0.02% of 330,000 active; P07550; Potency, µM (doses to about 46.1 µM), inactives show at the top dose activation, hits mostly activators; beta-arrestin recruitment to beta2AR, cell-based reporter;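 further: potency means the concentration at half of the fitted maximal effect; 0% = DMSO controls and full agonism = EC100 isoproterenol or metaproterenol; nearly all actives have a fitted effect of over 65% in size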
# Target sequence (P07550 whole entry, looked up): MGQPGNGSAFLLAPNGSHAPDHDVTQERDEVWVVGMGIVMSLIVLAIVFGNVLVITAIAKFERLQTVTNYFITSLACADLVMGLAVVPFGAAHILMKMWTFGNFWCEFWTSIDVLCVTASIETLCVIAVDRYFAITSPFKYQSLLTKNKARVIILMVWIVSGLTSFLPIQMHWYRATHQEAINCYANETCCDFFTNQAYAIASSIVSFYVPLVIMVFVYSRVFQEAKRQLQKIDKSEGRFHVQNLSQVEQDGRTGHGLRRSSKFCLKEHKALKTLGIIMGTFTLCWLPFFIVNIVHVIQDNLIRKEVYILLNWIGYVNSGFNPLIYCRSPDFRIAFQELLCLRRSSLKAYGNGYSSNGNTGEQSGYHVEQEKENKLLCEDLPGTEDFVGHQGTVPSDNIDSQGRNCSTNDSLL
# FBPA coupling cs – coupling enzyme interference in Giardia aldolase counter-screen. coupling enzyme system counterscreen, AmpLite Red fluorescence. activity change, negative = inhibition, % at 58.2 µM, hits read low. 0.67% of 290,000 active; in the data active means activity change below about -30%
#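 Compounds tested against the coupling enzymes alone at 57.5 uM final; readout was AmpLite Red fluorescence (525/598 nm) after 20 min at RT.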
# GALK inhibitor – blocks human galactokinase activity. Purified GALK, Kinase-Glo residual ATP luminescence. Potency, µM (highest dose often 57.5 µM), without a hit: top-dose activity change, negative = inhibition, hits mostly inhibitors. P51570. 0.007% of 270,000 active; further: potency means the concentration at half of the fitted maximal effect
#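 Quantitative HTS: GALK 5 nM, ATP 35 uM, galactose 100 uM, 1 h room temperature, then luciferase-based ATP detection.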
# PKM2 act – PKM2 (human) enzyme activation | AID 1631 | Potency, µM (series often up to 57.5 µM), inactives show at the highest dose activation, most hits filed as activators | 0.34% of 260,000 active | purified PKM2, Kinase-Glo ATP luminescence, activation; response scale: 0% is enzyme alone, no compound; further: potency means the concentration at half of the fitted maximal effect; nearly all actives have a fitted effect of over 55% in size
#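 Kinase-Glo luminescence reports ATP generated from ADP (0.1 mM) and PEP (0.5 mM) by purified hPK-M2 after 1 h at room temperature, pH 7.2 imidazole buffer; intermediate enzyme activity allows detecting inhibitors and activators.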
# USP2a inh – inhibitors of human ubiquitin-specific protease USP2a; 0.01% of 330,000 active; Potency, µM (doses to about 38.3 µM), inactives show at the top dose activity change, negative = inhibition, most hits filed as inhibitors; USP2 core, Ub-CHOP2 coupled fluorogenic reporter, 485/531; O75604;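 further: potency means the concentration at half of the fitted maximal effect; plate controls were DMSO wells for no effect and full inhibition by NEM control for full effect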
# Target sequence (O75604 whole entry, looked up): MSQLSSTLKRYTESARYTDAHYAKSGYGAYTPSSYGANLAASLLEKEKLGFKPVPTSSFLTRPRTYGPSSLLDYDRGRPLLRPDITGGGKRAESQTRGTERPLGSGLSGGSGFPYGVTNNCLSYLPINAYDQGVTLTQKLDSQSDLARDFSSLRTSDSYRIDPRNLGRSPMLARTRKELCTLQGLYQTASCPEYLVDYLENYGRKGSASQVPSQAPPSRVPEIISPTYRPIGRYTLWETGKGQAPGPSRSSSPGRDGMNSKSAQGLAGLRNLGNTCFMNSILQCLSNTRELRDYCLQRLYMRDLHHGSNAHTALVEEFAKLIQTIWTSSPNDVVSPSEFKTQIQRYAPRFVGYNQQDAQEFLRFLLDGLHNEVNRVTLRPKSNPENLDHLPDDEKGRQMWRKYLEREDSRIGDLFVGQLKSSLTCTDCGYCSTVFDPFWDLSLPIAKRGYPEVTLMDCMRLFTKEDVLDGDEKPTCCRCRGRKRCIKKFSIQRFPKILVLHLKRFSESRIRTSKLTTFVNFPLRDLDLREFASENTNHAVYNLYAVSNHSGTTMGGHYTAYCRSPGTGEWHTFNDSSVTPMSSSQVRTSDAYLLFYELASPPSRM
#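 Deubiquitinase activity read as fluorescence (485/531 nm) after Ub-CHOP2 cleavage activates the enterokinase reporter on its substrate; USP2 core 10nM, Ub-CHOP2 and substrate 25nM each, 30min compound preincubation then 60min RT; data normalized to NEM, curves fitted.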
# KCNH2 3.1 block – KCNH2 3.1 (human) potassium channel inhibition; activity change, % (tested at about 1.8 µM); 0.95% of 340,000 active; U2OS KCNH2 3.1, thallium flux FluxOr; active compounds read low;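 active means maximum activity change below -70%; inconclusive means maximum activity change from -70% to -50%; inactive means maximum activity change above -50%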;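 further: thallium influx rate constant from kinetic fluorescence after stimulation buffer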
#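 Thallium flux read-out: FluxOr dye with Red40 quencher in HBSS/HEPES, 45 min at RT. Rate constants from kinetic reads were normalized to positive and negative DMSO controls. Cells: U2OS virally expressing the 3.1 isoform.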
# Eya2 phos inh – inhibitors of human Eya2 phosphatase activity; O00167; recombinant Eya2, OMFP fluorescence dephosphorylation (OMFP is methylfluorescein phosphate); Potency, µM (series often up to 76.9 µM), for the others: at the top dose activity, negative = inhibition, hits mostly inhibitors; 0.006% of 330,000 active; AID 488837; further: potency means the concentration at half of the fitted maximal effect
#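 Eya2 protein (added as 0.2 uM solution) was preincubated with compound for 10 min at ambient temperature in 50 mM HEPES pH 7.5, 50 mM NaCl, 5 uM MgCl2, 0.05% BSA, 1 mM DTT. OMFP (added at 50 uM) then reacted 10 min; fluorescence read at 485/525 nm.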
# uPA generation – cell surface uPA generation inhibition; cell surface uPA generation assay, qHTS; Potency, µM (series often up to 38.3 µM), for inactives: at the highest dose activity change, negative = inhibition, most hits filed as inhibitors; 0.31% of 330,000 active; AID 540303; active means well fitted inhibition curve with a large enough effect; inconclusive means small, poorly fitted or top-dose-only effect; inactive means no such curve, though single readings can be large or run the other way; tested in mouse RAW 264.7 cells; further: potency means the concentration at half of the fitted maximal effect; nearly all actives have a fitted effect of over 55% in size
# Chronic BCR inh – chronic active BCR signaling inhibition; ABC-DLBCL IkBa-CBG/CBR reporter, luminescence ratio, 4 h; Potency, µM (top dose mostly 46.1 µM), for inactives: at the top dose ratio change, negative = lower green/red ratio, most hits filed as inhibitors; 0.05% of 340,000 active; AID 493014; active means well fitted inhibition curve with a large enough effect in the signal ratio, with a control signal flat, not every such curve was filed as active; inconclusive means small, poorly fitted or top-dose-only effect, or effect the other way, or a change in a side signal; the % refers to the signal ratio;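 further: potency means the concentration at half of the fitted maximal effect; plate controls were basal doxycycline-induced cells for no effect and cells given 10 µM MG132 for full effect; MG132 reads +100%, hits lower the ratio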
#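 Doxycycline induced both beetle luciferases in TMD8 lymphoma cells; IKK-driven degradation limits the IkappaBalpha-fused green signal, while red luminescence normalises for cell number and nonspecific effects. Compounds tested up to 46 uM, 4 hrs.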
# KCNH2 WT inh – inhibitors of human wildtype KCNH2 potassium channel; U2OS, BacMam KCNH2, thallium flux FluxOr; active compounds read low; activity change, % at 1.84 µM; 0.37% of 340,000 active; AID 720551; Q12809;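 active means maximum activity change below -70%; inconclusive means maximum activity change between -70% and -50%; inactive means maximum activity change above -50%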
#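 U2OS cells were transduced with wild-type KCNH2 virus (2.03 x 10^8 / mL) for 4 h at room temperature, then cultured overnight at 37 C. Thallium flux was read with FluxOr dye. Rate constants were normalized to DMSO controls.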
# The depositor's hits bear a star; ? = inconclusive; . = no result given; & = joins results of further samples; [ ] = remark or other dose. Unless noted, the call rests on the fitted dose curve; in most records, active means well fitted curve in the direction sought with a large enough effect; inconclusive means small, poorly fitted or top-dose-only effect, or another doubt; inactive means no such curve, though single readings can be large; an effect the other way counts as inactive or inconclusive. Unless noted, on the % scale 0 is the no-effect control and ±100 the full control effect.
entry	canonical_smiles	Giardia kill	B2AR arrestin	FBPA coupling cs	GALK inhibitor	PKM2 act	USP2a inh	KCNH2 3.1 block	Eya2 phos inh	uPA generation	Chronic BCR inh	KCNH2 WT inh
1	O=C(OCCN1CCCCC1)C1(c2ccccc2)CCCC1	-1.9	-1.1%	-0.1	4.1%	-2.8%	-0.7%	-0.9	10.8%	1.2%	-0.6%	9.9
2	COc1ccc(C2C(C(=O)NCc3ccccn3)c3ccccc3C(=O)N2C)cc1OC (configuration not stated)	-1.0	0.5%	-1.7	-0.6%	-3.3%	-2.1%	-11.9	-10.9%	-0.3%	-15.0%	1.4
3	CC1(C)CC(=O)C2=C(C1)N(c1ccccc1)C(N)=C(C#N)C2c1ccsc1 (configuration not stated)	-9.4	-0.1%	0.4	-2.9%	9.2%	-0.5%	-6.8	21.0%	3.2%	9.6%	0.4
4	c1coc(CSCc2cn3cccnc3n2)c1	3.9	0.4%	1.6	9.6%	-3.9%	3.5%	0.7	8.9%	9.2%	13.5%	1.1
5	COc1ccc(-c2cc(C)nc(SCc3cccc(C(=O)O)c3)n2)cc1	-0.4	-0.2%	18.2	-0.2%	-1.3%	3.1%	-3.8	6.1%	0.7%	?	-13.3
6	Oc1[nH]c2ccc(Br)cc2c1N=NC(=S)N1CCOCC1	36.7[activator]	0.6%	2.0	-1.6%	-10.6%	-2.2%	-16.9	-15.1%	?	?	.
7	COc1ccc(Cl)cc1C(=O)Nc1ccc2c(c1)OCO2	-1.2	-0.7%	-8.6	1.5%	-4.1%	2.6%	12.6	-1.5%	-2.1%	?	-1.2
8	CCOC(=O)C1(CC2CC2)CCN(Cc2cnc(-c3ccc(OC)cc3)nc2)CC1	-10.5	0.2%	-6.9	7.1%	4.6%	-0.7%	-4.2	0.4%	-1.3%	?	.
9	CCOCc1[nH]c(=S)[nH]c(=O)c1Cc1ccc(OC(C)C)cc1	2.8	4.7%	4.5	-0.8%	2.7%	6.9%	8.6	12.8%	9.0%	?	-5.1
10	CCC(=O)N1N=C(c2ccc(C)o2)CC1c1ccc(OC)cc1 (configuration not stated)	-17.9	-0.1%	5.3	-1.2%	7.0%	1.9%	-10.1	-2.6%	-4.0%	4.9%	5.9
11	COc1ccc(/C(N)=N/OC(=O)c2ccc(Br)o2)cc1	-16.3	-0.7%	-3.0	4.6%	.	1.6%	-0.2	-5.0%	-1.3%	?	-2.4
12	COc1ccc(N=NC2C(=O)N(c3ccccc3)N=C2C)cc1 (configuration not stated)	-8.2	-0.4%	0.6	2.4%	.	3.0%	1.4	12.1%	-1.4%	?	-11.3
13	COC(=O)c1ccc(NC(=O)C2CC(=O)OC2c2ccccc2)cc1 (configuration not stated)	-1.1	-0.3%	-0.2	2.9%	-2.0%	-1.2%	-8.1	-1.6%	-1.1%	2.6%	4.3
14	CC(=O)OCC(=O)[C@@]1(O)CC[C@H]2[C@@H]3CCC4=CC(=O)CC[C@]4(C)[C@H]3[C@@H](O)C[C@@]21C	4.4&4.8	-1.0%&0.3%	2.7	-0.2%	-6.1%	3.6%&0.0%	-1.1&-4.9	-0.3%&7.4%	-17.2%&-12.0%	?	-7.0&-1.9
15	CCC1CCCCN1S(=O)(=O)c1ccc(C(=O)Nc2nnc(-c3ccccc3Cl)o2)cc1 (configuration not stated)	-18.0	-0.3%	4.5	-0.9%	-3.1%	-1.1%	0.0	4.1%	-1.6%	-11.3%	-5.3
16	O=C(O)c1ccc(COc2ccccc2/C=C2\NC(=O)N(Cc3ccc(F)cc3)C2=O)cc1	-16.4	-0.1%	5.3	-2.5%	-2.1%	0.5%	0.6	5.2%	-4.5%	-0.3%	-4.6
17	Oc1ccc2ccccc2c1N=Nc1ccc(F)cc1	38.6[activator]	-0.1%&-0.3%	0.0&-0.2	0.6%&-1.5%	5.3%&-7.0%	18.5%&0.6%	3.6	12.7%&5.2%	0.3%	8.0%&-1.1%	4.2
18	CC(=O)NC(CC(=O)OCC(=O)c1c(N)n(C)c(=O)n(C)c1=O)c1ccccc1 (configuration not stated)	-23.0	0.1%	0.2	5.9%	-1.1%	4.0%	9.6	-2.6%	-3.3%	?	2.5
19	CCc1ccc(S(=O)(=O)c2cn(C)c3cc(OC)c(OC)cc3c2=O)cc1	3.5	0.0%	.	1.9%	.	0.8%	1.7	1.5%	-5.1%	10.7%	4.2
20	Cc1ccc(S(=O)(=O)N2CCC(C(=O)N3CCC3)CC2)cc1	1.5	-0.5%	.	-2.6%	10.5%	2.1%	7.7	0.0%	2.2%	?	0.8
21	COc1cc(C(=O)Nc2nnc(C3CC3)s2)ccc1OCc1c(C)noc1C	3.3	-1.0%	5.8	-2.9%	-1.5%	4.2%	5.4	-4.1%	5.2%	3.2%	4.3
22	C=CC[C@H](CC(=O)N(CCO)Cc1ccccc1)C(=O)N[C@H](COC(=O)[C@@H](CC=C)CC(=O)OC(C)(C)C)c1ccccc1	8.0	-0.8%	.	.	.	2.1%	.	-7.7%	?	?	.
23	O=C(NC1CCCC1)C(c1ccncc1)N(C(=O)c1ccco1)c1ccccc1 (configuration not stated)	20.7	-0.3%	3.9	-0.6%	.	-4.8%	-4.1	6.9%	3.2%	?	-10.7
24	COc1ccc(NC(=O)COC(=O)C2CC(=O)N(Cc3ccc(C)cc3)C2)cc1 (configuration not stated)	23.9	-0.5%	2.3	10.3%	.	0.8%	-19.7	-0.8%	2.2%	-1.4%	2.7
25	CCn1ccc(C(=O)Nc2ccsc2C(=O)OC)n1	17.7	-1.0%	-2.4	5.2%	-0.3%	-0.1%	-4.0	-1.4%	11.5%	?	-19.6
26	CCS(=O)(=O)c1ccc(OC)c(N=Nc2ccc(O)c3ncccc23)c1	0.3	0.0%	-0.7	0.6%	-16.0%	-9.5%	15.5	-7.2%	-3.4%	?	2.8
27	CSc1nc(Cc2ccccc2)cc(=O)[nH]1	-29.2	-0.3%	0.9	0.6%	-9.1%	1.4%	-0.8	14.5%	2.9%	7.9%	-0.8
28	CC(C)CC(=O)NC(=S)Nc1ccc(S(=O)(=O)NC(C)(C)C)cc1	-2.8	-1.2%	2.3	3.5%	1.2%	-0.1%	3.0	-1.5%	0.8%	1.1%	2.6
29	COc1ccc(C2CC(=O)Oc3cc(O)cc(O)c32)cc1 (configuration not stated)	3.9	-0.3%	6.2	-1.9%	0.6%	-0.5%	8.7	14.8%	-1.5%	-4.9%	1.8
30	CNCCOc1nc(N2CCOCC2)nc(C)c1[N+](=O)[O-]	-0.4	-0.6%	0.5	-0.2%	-6.5%	-0.1%	.	-3.7%	2.4%	-6.0%	30.7

# Part of the list above, limited to uPA generation:
no.	canonical_smiles	uPA generation
10	CCC(=O)N1N=C(c2ccc(C)o2)CC1c1ccc(OC)cc1 (configuration not stated)	-4.0%
11	COc1ccc(/C(N)=N/OC(=O)c2ccc(Br)o2)cc1	-1.3%

# The list goes on:
entry	canonical_smiles	Giardia kill	B2AR arrestin	FBPA coupling cs	GALK inhibitor	PKM2 act	USP2a inh	KCNH2 3.1 block	Eya2 phos inh	uPA generation	Chronic BCR inh	KCNH2 WT inh
31	O=C1OCCC1Sc1ncnc2sc3c(c12)CCC3 (configuration not stated)	-4.0	0.1%	6.8	-0.9%	22.5%	-4.8%	4.7	-8.5%	3.1%	-12.0%	-3.2
32	Cc1nc2ccc(N=NC3=C(O)CCCC3=O)cc2s1	1.5	4.5%	-0.7	.	-0.1%	3.0%	-14.7	12.4%	4.7%	-4.2%	3.0
33	O=C(c1cc(COc2ccc3ncccc3c2)on1)N1CCCC(O)C1 (configuration not stated)	-8.1	-0.3%	-2.2	-0.3%	-0.4%	-0.3%	10.8	5.2%	-3.5%	-10.3%	-5.7
34	Cc1cc(Br)ccc1SCC(=O)Nc1cccnc1	-8.1	0.0%	-5.7	12.8%	?	-3.4%	-7.7	-4.0%	-0.7%	-15.7%	-10.4
35	CCC(=O)Nc1ccccc1-c1nc2ccccc2[nH]c1=O	-9.8	-0.2%	0.6	0.0%	2.5%	2.9%	-1.7	-1.2%	1.5%	-0.4%	5.5
36	C=CCn1cccc(C(=O)Nc2ccc(OC)cc2)c1=O	-15.5	0.0%	0.8	-2.6%	3.9%	8.3%	17.8	4.1%	-1.6%	1.4%	6.5
37	CC1CCCN(C(=O)CSc2nnc(-c3cccnc3)n2C2CCCCC2)C1 (configuration not stated)	-4.6	-0.1%	3.6	12.6%	-4.2%	4.0%	-4.5	-3.6%	.	3.0%	11.9
38	Cc1csc(NC(=O)c2nn(C)c(C)c2[N+](=O)[O-])n1	-9.2	-0.6%	3.8	.	-1.3%	4.2%	8.5	3.8%	0.9%	4.8%	32.2
39	O=C(COC(=O)c1cccnc1Cl)NCc1ccc2c(c1)OCO2	-0.2	-0.6%	-0.4	0.5%	-1.0%	0.9%	-0.9	-5.4%	-4.2%	5.4%	-7.0
40	Cc1ccc(NC(=O)Cn2cncc2-c2ccc([N+](=O)[O-])cc2)cc1C	-0.4	0.0%	3.3	-0.8%	0.6%	1.7%	7.5	8.6%	3.7%	5.8%	19.7

# Screens from PubChem BioAssay.
